PLK1 PBD block: inhibitors of human PLK1 polo-box domain binding | P53350 | Plk1 PBD binding of FITC phosphopeptide, fluorescence polarization | Potency, µM, for inactives: max response, negative = inhibition, hits mostly inhibitors | actives 2.8% (n = 360,000) | AID 720504; note: potency is the fitted concentration of half-maximal effect; series mostly up to about 57 µM; % is set by controls: 0 for no effect and ±100 for the full control effect; nearly all actives have a fitted effect of over 65% in size
EPAC1 agonist: EPAC1 (human) agonism. actives 0.073% (n = 360,000). EPAC1 agonist qHTS, biochemical assay; response scale: 100% = response to 6.5 mM cAMP. Potency, µM (series often up to 154 µM), for inactives: at the top dose activation, hits mostly activators; note: potency is the fitted concentration of half-maximal effect; nearly all actives have a fitted effect of over 60% in size
Target sequence (O95398 whole entry, looked up): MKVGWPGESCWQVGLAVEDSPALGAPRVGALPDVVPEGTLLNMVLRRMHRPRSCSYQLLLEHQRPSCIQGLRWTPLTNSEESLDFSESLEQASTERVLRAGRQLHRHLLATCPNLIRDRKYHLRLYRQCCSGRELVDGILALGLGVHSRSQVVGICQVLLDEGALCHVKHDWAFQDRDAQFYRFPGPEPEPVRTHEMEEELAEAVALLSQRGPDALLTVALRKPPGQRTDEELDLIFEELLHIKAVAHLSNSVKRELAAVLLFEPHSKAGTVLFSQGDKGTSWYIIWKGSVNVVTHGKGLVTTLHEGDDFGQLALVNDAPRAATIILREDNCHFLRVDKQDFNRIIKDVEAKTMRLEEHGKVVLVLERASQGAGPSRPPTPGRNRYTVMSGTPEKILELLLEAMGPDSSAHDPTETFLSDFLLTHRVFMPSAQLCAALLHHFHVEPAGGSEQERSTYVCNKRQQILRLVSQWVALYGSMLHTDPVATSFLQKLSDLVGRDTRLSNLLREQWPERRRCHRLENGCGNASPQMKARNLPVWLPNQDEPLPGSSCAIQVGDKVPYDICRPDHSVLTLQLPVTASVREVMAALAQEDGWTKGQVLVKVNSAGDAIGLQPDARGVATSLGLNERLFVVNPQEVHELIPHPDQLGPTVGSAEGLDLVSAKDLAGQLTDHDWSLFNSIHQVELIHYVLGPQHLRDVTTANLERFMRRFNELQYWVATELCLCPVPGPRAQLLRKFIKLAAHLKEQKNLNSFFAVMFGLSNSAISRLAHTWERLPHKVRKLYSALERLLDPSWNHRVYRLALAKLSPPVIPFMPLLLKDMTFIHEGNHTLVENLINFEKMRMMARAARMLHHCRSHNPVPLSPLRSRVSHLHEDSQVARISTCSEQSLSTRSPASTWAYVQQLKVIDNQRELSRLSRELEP
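EPAC1 100 nM, Rap1B–BODIPY-GDP 250 nM, unlabeled GDP 50 uM; compound titration; 5 min RT; kinetic read ex480/em540 at 5-min intervals ×30 min; data normalized to 6.5 mM cAMP agonist control.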
WRN inhibitor: inhibitors of human WRN helicase; Q14191; WRN helicase unwinding, fluorescent forked duplex, kinetic; Potency, µM (top dose mostly 114 µM), for the others: at the top dose activity change, negative = inhibition, usual class: inhibitors; actives 0.46% (n = 360,000); AID 651768; note: potency is the fitted concentration of half-maximal effect; % is set by controls: 0 for no effect and ±100 for the full control effect; nearly all actives have a fitted effect of over 55% in size
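Kinetic red-fluorescence monitoring (525/598 nm) tracks WRN helicase activity after 100 nM fluorophore-quencher forked duplex and 2 mM ATP are added to 20 nM enzyme pretreated 15 min at room temperature with compound.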
Abeta rescue: compounds reversing amyloid beta toxicity in yeast; actives 0.063% (n = 410,000); Potency, µM (series often up to 46.1 µM), without a hit: at the highest dose growth rescue, usual class: activators; yeast expressing A-beta42, growth rescue, OD600, 48 h; response scale: 0% DMSO, 100% iron-clioquinol control; note: potency is the fitted concentration of half-maximal effect; nearly all actives have a fitted effect of over 55% in size
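Yeast A-beta toxicity model in growth medium with pinned compounds, 48 h at 30 C; growth read as absorbance at 600 nm. Normalized to FeCl3/clioquinol equimolar mix (positive) and DMSO (negative).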
FUS yeast rescue: suppressors of FUS proteinopathy in yeast; Potency, µM (titrated, usually from 76.6 µM), for the others: at the highest dose growth rescue (activation), hits mostly activators; actives 0.24% (n = 390,000); AID 1347120; S. cerevisiae FUS-expressing, growth rescue, OD600, 24 h;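 note: potency is the fitted concentration of half-maximal effect; plate controls were DMSO vehicle for no effect and reference control for full effect; nearly all actives have a fitted effect of over 55% in size; some results filed as inactive show a strong effect at the top dose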
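Cultures pregrown in 2.5% raffinose medium are shifted to minimal medium containing 2% galactose to express toxic FUS. Compounds are tested at several concentrations. After 24hr at 30C, growth is quantified at 600 nm absorbance.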
PI5P4K alpha inh: inhibitors of human PI5P4K alpha | P48426 | PI5P4Kalpha enzyme, ADP-Glo luminescence, 60 min; active compounds read low | max response, % | actives 1.2% (n = 330,000) | AID 652105; active = max response of -50% or lower; inconclusive = between -30% and -50%; inactive = -30% or higher; note: value at the top dose of about 77 µM; % is set by controls: 0 for no effect and ±100 for the full control effect
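Controls without substrate or without enzyme flank wells where PI5P4Kalpha converts substrate using 5 microM ATP (final). Incubation lasts 60 minutes at room temperature; ADP formed is read by ADP-Glo luminescence.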
IL2 activator: activators of IL-2; activation, % (series mostly up to about 46 µM); AID 652025; actives 0.065% (n = 360,000); IL-2 activation reporter assay, cell-based qHTS; stimulated with anti-CD3/CD4/CD28 beads; in transgenic mouse T cells; in the data active = activation above about 50%; inconclusive = mostly about 30% to 49%; note: 0% is about no effect
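Unstimulated transgenic mouse T cells, 750 per well, received compound and, after 60 minutes, anti-CD3/anti-CD4 bead plus anti-CD28 stimulation. EGFP and DsRed were quantified after 18 hours.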
EPAC1 antag: antagonists of human EPAC1; actives 0.14% (n = 360,000); O95398; Potency, µM (highest dose often 115 µM), without a hit: top-dose activity change, negative = inhibition, usual class: inhibitors; EPAC1 GEF assay, Rap1b-BODIPY-GDP exchange fluorescence; AID 720709;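 note: potency is the fitted concentration of half-maximal effect; plate controls were vehicle for no effect and positive control for full effect; nearly all actives have a fitted effect of over 50% in size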
The depositor's hits bear a star; ? = inconclusive; nt = no result given; & = joins results of further samples; [ ] = dose if it differs, or a comment. Unless noted, calls come from the whole dose curve; as a rule, active = well fitted curve in the direction sought with a large enough effect; inconclusive = small, poorly fitted or top-dose-only effect, or another doubt; inactive = no such curve, though single readings can be large; an effect the other way counts as inactive or inconclusive.

SMILES	PLK1 PBD block	EPAC1 agonist	WRN inhibitor	Abeta rescue	FUS yeast rescue	PI5P4K alpha inh	IL2 activator	EPAC1 antag
CS(=O)(=O)N(CC(=O)Nc1ccc2c(c1)OCO2)Cc1ccc(Cl)cc1	0%	1%	2%	24%	5%	-4	0.0	-16%
O=C(Nc1ccc(-c2csc(-c3ccccc3)n2)cc1)c1ccccc1	-6%	8%	3%	-18%	25%	nt	-1.8	21%
Cc1ccc(-c2csc3ncn(CC(=O)N4CCOCC4)c(=O)c23)cc1C	30µM*	-5%	10%	-11%	1%	4	-0.6	-6%
Cc1cccc(-c2nc(NCCCN(C)C)c3ccccc3n2)c1	-1%	0%	4%	6%	-9%	9	-1.6	12%
CC(C)CN(C(=O)C1CC1)C1CCS(=O)(=O)C1 (centres undefined)	-3%	6%	5%	-11%	-10%	-2	1.0	7%
Cc1ccccc1NC(=O)c1ccc2nccnc2c1	-10%	6%	-8%	-1%	?	-1	0.9	4%
Cc1ccc(C)c(NC(=S)N(CCc2ccncc2)C(C)C)c1	-9%	8%	-2%	-9%	-4%	4	0.1	7%
CC(C)Oc1ccc(S(=O)(=O)N2CCCCC2)cc1NC(=O)C1=NN(c2ccccc2)C(=O)CC1	0%	2%	-2%	2%	6%	-1	-4.0	9%
COCCNc1oc(-c2ccc(F)cc2)nc1C#N	0%	0%	-4%	17%	-5%	11	0.4	?
COc1ccc(OC)c(C(c2nnnn2C2CCCC2)N2CCN(c3ccc(F)cc3)CC2)c1 (centres undefined)	0%	8%	-6%[57.1 µM]	4%	27%	0	-1.9	14%
Cc1cc(NC(=O)Nc2ccccc2)n(-c2ccccc2)n1	-6%	24%	-2%	16%	-19%	0	-1.9	3%
O=C1CCC(=O)N1c1ccc(-c2nc3sc4c(c3c(=O)o2)CCC4)cc1	-22%	11%	-2%	-25%	1%	1	-3.5	-16%
CCC(=O)N1CCC2(CC1)Oc1ccc(Cl)cc1C(=O)C21CC(c2ccccc2)=NO1 (centres undefined)	-22%	6%	2%	-16%	?	-1	-0.4	-4%
Fc1cc2[nH]cnc2cc1Cl	-1%	10%	-10%	10%	-29%	1	-0.2	-8%
COC(=O)C1=C(C(=O)OC)[C@@H]2N(Cc3ccccc3)c3ccccc3[C@@]23C[C@@H](C(=O)OC)N(C(=O)NC(C)(C)C)C3=N1	-6%	9%	1%	0%	9%	7	-0.9	-8%
C#CCOCCOCCOCCNc1nc(N2CCN(C(=O)C([C@@H](C)CC)n3cc(C(N)COC(=O)C(F)(F)F)nn3)CC2)nc(N2CCN(C(=O)[C@H](CCC(=O)O)n3cc(C(N)CC(C)C)nn3)CC2)n1 (some centres undefined)	-4%	11%	-2%	-9%	38%	8	-0.2	-2%
Cc1ccc(C(=O)Nc2nc(=O)n(C(=O)C3CC3)s2)cc1	-12%	7%	3%	-6%	nt	-25	0.9	-13%
COC(=O)c1cccc(-n2nnnc2SCC(=O)Nc2nc3c(s2)CCCC3)c1	-14%	4%	-22%	-3%	?	-3	0.9	-21%
CCCOc1ccc(CNC(=O)Cn2c(=O)oc3ccccc32)cc1	5%	-12%	6%	-7%&3%	-6%&6%	-6	-3.2	1%
CN(C)c1ccc(C=Nc2ccccc2)cc1	-8%	8%	-10%	12%	-36%	nt	0.3	-1%
CCOc1cc(C)nc(N2CCC(C(=O)NCC3CCCO3)CC2)n1 (centres undefined)	-1%	-8%	2%	4%	3%	1	-2.8	-11%
Cn1c(NC(=S)Nc2ccccc2)nc2ccccc21	24µM*	11%	2%	-6%	-19%	-11	-2.7	5%
Cc1ccccc1Cn1cc(S(=O)(=O)c2ccc(C(C)C)cc2)c(=O)c2cc3c(cc21)OCO3	-3%	6%	-2%	-1%	17%	-3	-1.1	1%
CCCC(=O)Nc1sc2c(c1C(=O)OCC)CC(C)(C)OC2	-3%	16%	-1%	-10%	-5%	3	-0.4	6%
CC(C)OCCCNC(=O)c1cc2c(s1)CS(=O)(=O)C2	-1%	-5%	-7%	-4%	-10%	nt	-0.9	0%

Individual results from the list:
Fc1cc2[nH]cnc2cc1Cl | EPAC1 agonist = 10%
COC(=O)c1cccc(-n2nnnc2SCC(=O)Nc2nc3c(s2)CCCC3)c1 | EPAC1 antag = -21%

Returning to the listing, starting 3 compounds before the break.
SMILES	PLK1 PBD block	EPAC1 agonist	WRN inhibitor	Abeta rescue	FUS yeast rescue	PI5P4K alpha inh	IL2 activator	EPAC1 antag
Cc1ccccc1Cn1cc(S(=O)(=O)c2ccc(C(C)C)cc2)c(=O)c2cc3c(cc21)OCO3	-3%	6%	-2%	-1%	17%	-3	-1.1	1%
CCCC(=O)Nc1sc2c(c1C(=O)OCC)CC(C)(C)OC2	-3%	16%	-1%	-10%	-5%	3	-0.4	6%
CC(C)OCCCNC(=O)c1cc2c(s1)CS(=O)(=O)C2	-1%	-5%	-7%	-4%	-10%	nt	-0.9	0%
Cc1oc(-c2cccc(C(F)(F)F)c2)nc1CN1CCOCC1	-2%	-5%	3%	-2%	23%	-1	0.4	-11%
CC(=O)c1ccc(N2CCN(S(=O)(=O)c3cc4c(cc3C)NC(=O)CO4)CC2)cc1	-8%	-8%	-17%	-22%	21%	-2	-0.6	?
Oc1cccc(/C=N/c2c(-c3ccco3)nc3ccccn23)c1	-15%	6%	-16%[57.1 µM]	?	1%	nt	2.2	-10%
O=C(OCCOCCN=C1NS(=O)(=O)c2ccccc21)c1ccc(F)cc1	-5%	4%	-7%	0%	16%	2	-0.5	-3%
COc1ccc(C(=O)NCc2nnc(SCC(=O)Nc3cc(OC)ccc3OC)o2)cc1	-21%	0%	-5%	-5%	9%	1	-0.7	-9%
CCCN(CCC)C(=O)C(c1ccccc1)C1(O)CCCCC1 (centres undefined)	0%	-16%	2%	-15%	14%	4	-0.7	-10%
COc1ccc(-c2cc3nc(C4CCN(C(=O)OC(C)(C)C)CC4)c(C(=O)O)cn3n2)cc1	-14%	-4%	-5%	-17%	31%	nt	-0.8	16%
O=C(CCNC(=O)C1CCN(S(=O)(=O)c2ccc(F)cc2)CC1)NCc1ccccn1	5%	0%	-1%	6%	-3%	1	1.9	8%
CC(C)(C)c1n[nH]c(=S)n(N)c1=O	-6%	7%	4%	-5%	20%	nt	-1.5	7%
N#Cc1c(-c2c(Cl)cccc2Cl)noc1/C=C/Nc1ccc(C(=O)O)cc1	?	-6%	-6%	1%	39%	?	-2.5	-12%
CC(C)c1ccc(Nc2ncccc2C#N)cc1	1%	-1%	-2%	-5%	-7%	3	1.8	-11%
COCCOC(=O)c1c(NC(=O)CNC2CCCc3ccccc32)sc(C(N)=O)c1C (centres undefined)	-1%	5%	-7%	-5%	14%	-5	-4.0	2%
CCN(CC)c1ccc(NC(=O)/C=C\c2ccccc2Cl)cc1	-1%	22%	10%	-1%	0%	nt	-3.9	-11%
c1ccc(CNc2nc(N3CCOCC3)nc(N3CCOCC3)n2)cc1	-6%	-1%	-3%	-1%	11%	nt	-2.1	2%
O=C1C(=Cc2ccc(F)cc2)CCc2ccccc21	-15%	2%	-6%	-41%[inhibitor]	-12%	?	-0.5	-8%
CCOc1cccc2sc(N(CCCN(C)C)C(=O)Cc3ccccc3)nc12	-13%	-2%	9%	1%	1%	2	2.4	-14%
CCOC1=C2CN(S(=O)(=O)c3ccccc3)[C@H](c3ccccc3)C[C@H]2n2c(=O)n(-c3ccccc3)c(=O)n2C1	-2%	10%	-9%	7%	46%	-2	1.3	1%
N#CC1=C(N)Oc2[nH]c(=S)[nH]c(=O)c2C12C(=O)Nc1ccccc12 (centres undefined)	2.7µM*	-2%	-21%	17%	15%	-89*	-1.5	-23%
CC1=C(C(=O)OCc2ccccc2)C(c2cccc(F)c2)NC(=O)N1 (centres undefined)	-10%	-3%	4%	19%	3%	-6	0.6	-11%
CNC(=S)N(CCc1c(C)[nH]c2ccc(OC)cc12)Cc1cc(OC)c(OC)c(OC)c1	-8%	-9%	0%	-21%	17%	4	-4.1	8%
COc1ccc(C(O)c2cnc(C)n2Cc2ccccc2)cc1 (centres undefined)	4%	-4%	-2%	-9%	1%	1	-2.1	14%
CCCc1[nH]n(-c2ccc([N+](=O)[O-])cc2)c(=O)c1C=NCCc1c[nH]c2ccccc12	-1%	27%	-16%	26%	3%	12	-0.2	3%
CC(C(=O)NCc1ccco1)c1ccc([N+](=O)[O-])cc1 (centres undefined)	-19%	-3%	3%	1%	-23%	-1	-1.0	-12%
COc1ccc(N(CC(=O)Nc2ccc(S(=O)(=O)N3CCCC3)cc2)S(C)(=O)=O)cc1OC	-6%	3%	0%	1%	21%	-5	-1.7	-21%
COc1ccc(-c2nn(-c3ccccc3)cc2/C=C(\C#N)S(=O)(=O)c2ccccc2)cc1OC	3%	-3%	6%	2%	nt	-7	-1.0	3%
Remaining list, next part:
SMILES	PLK1 PBD block	EPAC1 agonist	WRN inhibitor	Abeta rescue	FUS yeast rescue	PI5P4K alpha inh	IL2 activator	EPAC1 antag
CS(=O)(=O)c1ccc(Cl)c(C(=O)O)c1	-7%	5%	-3%	-9%	26%	nt	1.0	-6%
COC(=O)C1(C)NC(c2cccc(C)c2)C2C(=O)N(c3ccc(F)cc3)C(=O)C21 (centres undefined)	4%	-7%	2%	?	-12%	5	1.0	2%
O=C1NN(c2ccc(F)c(Cl)c2)C(=O)/C1=C\c1cccc(OC(=O)c2cccs2)c1	1.1µM*	-13%	50µM*	?	10%	-82*	0.0	35µM*
COc1cccc(-c2cc(C(F)(F)F)n3ncc(C(=O)O)c3n2)c1	-2%	16%	-1%	7%	-16%	-1	0.0	0%
O=C(NC1CCCCC1)C(c1ccccc1)N1CCOCC1 (centres undefined)	1%	6%	-1%	32%	-15%	2	-0.7	1%
C/C(=N\NC(=O)c1ccc2c(c1)OCO2)c1ccc(NS(C)(=O)=O)cc1	-4%	10%	-6%	-5%	23%	-8	-3.1	-11%
Cc1cccc(C)c1NC(=S)NCc1ccncc1	-7%	3%	5%	8%	-4%	-1	-0.6	10%
COc1cccc2cc(C(=O)C3=C(O)C(=O)N(CCN(C)C)C3c3ccc(Cl)cc3)oc12 (centres undefined)	-3%	5%	-1%	-4%	25%	4	8.9	13%
O=C1OCCC1Sc1nc2cc(Cl)ccc2n1Cc1ccccc1 (centres undefined)	-5%	26%	-25%	14%	24%	3	-0.1	4%
CC12CCC(=O)N1C(C(=O)Nc1cccc3ccccc13)CS2 (centres undefined)	-17%	3%	?	9%	27%	-7	0.7	-22%
O=S(=O)(Nc1ccc(O)c(Sc2nc3ccccc3s2)c1)c1ccc(Cl)cc1	-15%	10%	-11%	-29%	nt	1	-4.2	?

Screening results (PubChem BioAssay)
